STK33 kinase inh: inhibitors of purified STK33 kinase, primary screen, biochemical, ADP-Glo luminescence, homogeneous, cell-free | Serine/threonine-protein kinase 33 (Homo sapiens), Q9BYT3 | MBP phosphorylation | inhibition, % at 10 µM | hit rate 0.073% among 320,000 | AID 2661, 2010;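 active = inhibition at or above 25%, using the most active replicate where run in duplicate; inactive = inhibition below 25%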
Target sequence (Q9BYT3 whole entry, looked up): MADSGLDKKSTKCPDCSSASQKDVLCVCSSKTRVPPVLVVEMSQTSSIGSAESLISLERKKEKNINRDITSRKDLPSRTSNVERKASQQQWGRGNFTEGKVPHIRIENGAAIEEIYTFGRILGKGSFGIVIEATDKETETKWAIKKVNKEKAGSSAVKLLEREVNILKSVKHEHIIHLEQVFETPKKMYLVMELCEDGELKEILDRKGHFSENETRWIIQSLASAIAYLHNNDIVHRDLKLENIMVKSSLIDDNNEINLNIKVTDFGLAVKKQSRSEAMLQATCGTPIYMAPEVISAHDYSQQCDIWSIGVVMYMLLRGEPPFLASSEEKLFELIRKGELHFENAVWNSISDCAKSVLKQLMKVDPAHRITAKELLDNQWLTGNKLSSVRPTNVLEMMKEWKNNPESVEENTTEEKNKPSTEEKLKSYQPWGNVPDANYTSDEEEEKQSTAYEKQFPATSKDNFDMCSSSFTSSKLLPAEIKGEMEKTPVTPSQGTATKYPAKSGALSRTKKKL
CHT block: inhibitors of human choline transporter CHT | CHT-expressing cells, membrane potential dye, choline response; active compounds read low | B-score at 10 µM | hit rate 0.86% among 310,000 | AID 488975, 2010;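 active = B-score over 3 SD under the library average, and starting fluorescence ratio not unusually high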;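 also: choline stimulus applied at its EC90 after an EC20 pre-addition; B-score computed on integrated fluorescence ratio after choline addition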
Target sequence (Q9GZV3 whole entry, looked up): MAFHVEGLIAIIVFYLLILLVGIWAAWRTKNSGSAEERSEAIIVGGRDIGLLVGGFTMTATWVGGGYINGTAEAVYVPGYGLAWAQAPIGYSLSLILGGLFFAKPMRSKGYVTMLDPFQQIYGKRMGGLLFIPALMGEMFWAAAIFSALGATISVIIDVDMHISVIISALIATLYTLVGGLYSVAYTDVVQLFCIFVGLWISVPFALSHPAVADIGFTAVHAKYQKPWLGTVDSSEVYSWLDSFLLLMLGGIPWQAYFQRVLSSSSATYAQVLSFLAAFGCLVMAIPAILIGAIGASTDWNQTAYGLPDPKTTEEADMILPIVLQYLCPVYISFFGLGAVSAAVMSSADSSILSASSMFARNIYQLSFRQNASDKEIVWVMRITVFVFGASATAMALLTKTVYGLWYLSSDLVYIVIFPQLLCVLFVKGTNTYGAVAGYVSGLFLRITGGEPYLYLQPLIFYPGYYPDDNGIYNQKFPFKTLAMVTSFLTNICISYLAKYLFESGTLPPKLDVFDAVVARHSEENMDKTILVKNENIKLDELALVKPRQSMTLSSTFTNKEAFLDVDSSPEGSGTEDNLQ
CHT allo act: CHT positive allosteric modulators, primary screen, cell-based, membrane potential dye, choline EC20 | B-score at 10 µM | High affinity choline transporter 1 (Homo sapiens), Q9GZV3 | AID 488977, 2010 | hit rate 0.49% among 310,000 | CHT-expressing cells; active compounds read high; LV-AA mutant CHT in HEK293 cells;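 active = initial fluorescence not abnormally high and integrated response B-score, plate-corrected, over 3 SD above library mean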
* = called active by the depositor; i = inactive; · = not tested or not shown. Some of the compounds tested, so the mix of outcomes need not match the whole.

The line under a structure holds: STK33 kinase inh	CHT block	CHT allo act
> C[C@H]1CC[C@@H]2[C@@H](C)[C@H]3[C@H](C[C@H]4[C@@H]5CC=C6C[C@@H](O[C@@H]7O[C@H](CO)[C@H](O)[C@H](O[C@@H]8O[C@H](CO)[C@@H](O)[C@H](O)[C@H]8O)[C@H]7O[C@@H]7O[C@@H](C)[C@H](O)[C@@H](O)[C@H]7O)CC[C@]6(C)[C@H]5CC[C@]34C)N2C1
    0.1	i	i
> COC(=O)C1=C(c2cc3ccccc3s2)C[C@@H]2CC[C@H]1N2C(=O)NCc1ccco1
    -1.0	i	i
> COc1ccc(-c2nn(CCC#N)cc2C(=O)Nc2ccccc2Br)cc1[N+](=O)[O-]
    -1.7	i	i
> CC1(C)C2CC=C(CN3CCC(O)CC3)C1C2 (stereo not drawn)
    0.4	i	i
> Cn1nccc1C(=O)N1CCC2(CC1)OCCO2
    -2.5	i	i
> COc1ccccc1NC(=O)N1C[C@@H]2C[C@@H](C1)c1cccc(=O)n1C2
    6.6	i	i
> CCn1c(NN=O)nc2ccccc21
    -1.1	i	i
> CC(=O)OC1=CC[C@H]2[C@@H]3CC[C@H]4C[C@H](OC(C)=O)[C@@H](OC(C)=O)C[C@]4(C)[C@H]3CC[C@]12C
    -0.7	i	i
> Cc1nc2sccc2c(=O)n1-c1ccccc1Cl
    -1.8	i	i
> Cc1cccc(-n2c(C)nc3cc(C(=O)N4CCC5(CC4)OCCO5)ccc32)c1
    -2.3	i	i
> COc1ccc(C=C2C(=O)N(C)C(=O)N(C)C2=O)cc1CSc1ccccn1
    0.0	i	i
> CCOc1ccc(N2C(=O)NC(=O)/C(=C\c3ccc(N4CCOCC4)cc3C)C2=O)cc1
    -1.5	i	i
> Cc1cc(OC(C)C(=O)NCC(O)c2ccccc2)c2c3c(c(=O)oc2c1)CCCC3 (stereo not drawn)
    0.2	i	i
> COC(=O)C1=C(c2cc3ccccc3s2)C[C@@H]2CC[C@H]1N2C(=O)NCc1ccccc1
    -0.7	i	i
> O=C(c1ccccc1)c1ccc(N=Nc2c(O)[nH]c(=O)[nH]c2=O)cc1
    -0.3	i	i
> Cn1c(O)c(C=NC2CC3CCC2(C)C3(C)C)c(=O)[nH]c1=O (stereo not drawn)
    1.6	i	i
> O=C(c1ccc2c(c1)ncn2C1CCCCCC1)N1CCC2(CC1)OCCO2
    -1.2	i	i
> COc1ccc(CC2C(=O)NC(=O)NC2=O)c(OC)c1
    -1.4	i	i
> COc1ccc(CN2C(=O)NC(=O)/C(=C/c3ccc(OC)c(OC)c3OC)C2=O)cc1
    0.0	i	i
> CC(C)(C)NC(=O)Cn1cc(C(=O)c2ccccc2F)c2ccccc21
    -0.9	i	i
> CN(C)[C@@H]1C(=O)C(C(N)=O)=C(O)[C@@]2(O)C(=O)C3=C(O)c4c(O)cccc4[C@@](C)(O)C3C[C@@H]12 (stereo partly drawn)
    0.8	i	i
> CCCC12CN3CCN(CC(C3)/C1=N\NC(=O)c1ccncc1)C2
    1.4	i	i
> CCN(CC)P(=O)(NC(=O)c1cccn1C)N(CC)CC
    -1.9	i	i
> O=c1cccc2n1CC1CNCC2C1 (stereo not drawn)
    -0.3	i	i
> CC(C)(C)c1ccc(C(=O)C2CCCN(Cc3ccon3)C2)cc1 (stereo not drawn)
    -0.9	i	i
> COc1cc(OC)c2c(c1)O[C@@H](c1ccc(OC)c(OC)c1)[C@H](O)C2
    -0.4	i	i
> CCc1nccc2c1[nH]c1ccccc12
    1.2	i	i
> CCOC(=O)C1(c2ccccc2)CCN(CCC(=O)Nc2ccccc2OC)CC1
    -1.6	i	i
> CCOc1ccccc1N1C(=O)CC(=O)NC1=O
    0.0	i	i
> CC/C(=N\Nc1cccc2ccccc12)c1c(O)[nH]c(=O)[nH]c1=O
    2.6	i	i
> O=c1c2ccccc2nc(/C=C/c2ccc(O)cc2)n1-c1ccccc1O
    -0.9	i	i
> O=C1/C(=C/c2ccc([N+](=O)[O-])cc2)N2CCC1CC2
    0.6	i	i
> CC(C)(C)c1cc(OC(=O)Cc2ccccc2)ccc1O
    -1.5	i	i
> CCOC(=O)C(O)(c1ccc(NC(=S)NC(=O)c2ccc(Cl)cc2Cl)cc1)C(F)(F)F (stereo not drawn)
    -0.2	i	i
> CCN(CC)S(=O)(=O)c1ccc(N=Cc2c(O)n(-c3ccccc3)c(=O)[nH]c2=O)cc1
    -1.4	i	i
> CCOc1cc2c(cc1OCC)-n1cccc1C(c1ccc(OC)cc1)NC2 (stereo not drawn)
    9.2	i	i
> Cc1ccc(-c2cc(C(=O)N3CCC4(CC3)OCCO4)no2)cc1
    -1.9	i	i
> CC1(C)CC(=O)c2cc(OCC(=O)N3CCN(Cc4ccccc4)CC3)ccc2O1
    -1.7	i	i
> Fc1ccc(C(OCCN2CCN(CCCc3ccccc3)CC2)c2ccc(F)cc2)cc1
    -1.7	i	i
> O=C(Cc1ccccc1)N1CCN(Cc2ccc([N+](=O)[O-])cc2)CC1
    0.1	i	i
> CSc1ccc(C(=O)C2CCCN(Cc3ccn[nH]3)C2)cc1 (stereo not drawn)
    -0.2	i	i
> CN1C2CCC1CC(OC(=O)c1ccc(Cl)cc1)(C(=O)O)C2 (stereo not drawn)
    0.7	i	i
> Cc1c(C(=O)O)cccc1-n1c(C)cc(/C=C2\C(=O)NC(=O)N(c3ccc4c(c3)OCO4)C2=O)c1C
    -1.0	i	i
> CC1(C)Cc2c(C#N)c(N3CCNCC3)nc(-c3ccco3)c2CS1
    -1.1	i	i
> CN(C)c1nc(-c2ccccc2)[n+](C)s1
    -0.5	i	i
> Cc1cc(=O)oc2c(C)c(OCC(=O)N3C[C@H]4C[C@@H](C3)c3cccc(=O)n3C4)ccc12
    -0.9	i	i
> CCN(CC)CCN=Cc1c(O)n(Cc2ccco2)c(=O)[nH]c1=O
    -1.9	i	i
> CCOc1cc2c(cc1OCC)-n1cccc1C(c1ccc(F)cc1)NC2 (stereo not drawn)
    -0.2	i	i
> Oc1ccccc1/C=N/NP(=S)(c1ccccc1)c1ccccc1
    0.1	i	i
> Cc1ccccc1N1C(=O)NC(=O)/C(=C\c2cc(C)n(C)c2C)C1=O
    -1.5	i	i
> CCN1C[C@]2(COC)CC[C@H](O)[C@]34C1[C@](O)([C@@H](OC)[C@H]23)[C@@]1(O)C[C@H](OC)[C@H]2C[C@@H]4[C@@H]1[C@H]2OC
    -2.5	i	i
> CC(C)(C#CCCCCC#CC(C)(C)[N+](C)(C)C)[N+](C)(C)C
    -1.4	i	i
> Cn1c(O)c(/C=C2\C=Nc3ccccc32)c(=O)n(C)c1=O
    0.5	i	i
> O=C(Cn1ccc2ccccc2c1=O)NCC(=O)N1CCC2(CC1)OCCO2
    0.5	i	i
> CCOc1cc(C)cc2oc(=O)c3c(c12)CCCC3
    -0.3	i	i
> C=CCN1C(=O)C2(C(C(=O)OCC)=C(N)Oc3ccccc32)C2=C1CCCC2=O (stereo not drawn)
    0.5	i	i
> Cc1ccc(N2C(=O)NC(=O)C(CCc3ccccn3)(Cc3cccc(Cl)c3Cl)C2=O)cc1 (stereo not drawn)
    -0.6	i	i
> CC[C@H](C)/C=C(C)/C=C/C1=CC2=C(Cl)C(=O)[C@@](C)(OC(C)=O)C(=O)C2=CO1
    0.9	i	i
> CN1C(CC(O)c2ccccc2)CCCC1CC(O)c1ccccc1 (stereo not drawn)
    -2.6	i	i
> COc1cc(CNCCc2ccc3c(c2)OCO3)cc(OC)c1OC
    ·	i	i

New compounds follow
The line under a structure holds: STK33 kinase inh	CHT block	CHT allo act
> CCCOP(=O)(OCCC)C(NC(=O)c1cc(OC)c(OC)c(OC)c1)c1ccccc1 (stereo not drawn)
    -1.8	i	i
> COCCNC(=O)Cn1cc(/C=C2\C(=O)NC(=O)N(c3cccc(C)c3C)C2=O)c2ccccc21
    1.0	i	i
> CCN(CC)c1ccc(/C=C2/C(=O)NC(=O)N(Cc3ccco3)C2=O)cc1
    1.0	i	i
> CC1(C)CSC(=NCc2ccccc2)N1
    -0.8	i	i
> Cc1[nH]c2ccccc2c1CCCNC1CCCCC1
    -0.7	i	i
> Cc1ccc(S(=O)(=O)N2CC3CC(C2)c2cccc(=O)n2C3)cc1 (stereo not drawn)
    -2.6	i	i
> N/C(=N\N=C\c1ccc(O)cc1O)N[N+](=O)[O-]
    2.2	i	i
> Cc1ccc(C2(O)CN3CCC2CC3)cc1 (stereo not drawn)
    -0.4	i	i
> O=C1NC(=O)C(CCc2ccncc2)(CCc2ccncc2)C(=O)N1Cc1ccc(F)cc1
    0.0	i	i
> CCCCn1c(O)c(C(CC)=Nc2ccc(OC)cc2OC)c(=O)[nH]c1=O
    -0.4	i	i
> C[C@@H]([C@@H](O)c1ccccc1)N(C)C(=O)Cc1ccccc1
    -0.3	i	i
> O=C(NC1(C(F)(F)F)Oc2ccccc2O1)N1CCC2(CC1)OCCO2
    -0.5	i	i
> O=C1NC(=S)N(c2ccccc2F)C(=O)/C1=C\c1cccs1
    ·	i	i
> CCOC(=O)c1c(NS(=O)(=O)c2ccccc2)n(CCCOC)c2nc3ccccc3nc12
    0.0	i	i
> COc1ccccc1OCC#CCN1CCCC1
    0.9	i	i
> O=C(CNC(=O)c1cccc(Cl)c1)Nc1ccc(Br)cc1C(=O)c1ccccc1
    -2.3	i	7.73*
> Cc1cc(Cl)ccc1OCC(=O)N1CCN(C)CC1
    -2.9	i	i
> CC(C)c1ccc(NC(=O)CCNC(=O)N2C[C@H]3C[C@@H](C2)c2cccc(=O)n2C3)cc1
    5.7	i	i
> Fc1ccc(Cn2nnnc2C(c2ccc(Cl)cc2)N2CC=C(c3ccc(F)cc3)CC2)cc1 (stereo not drawn)
    -0.6	i	i
> COc1ccc(OC)c(N2C(=O)NC(=O)/C(=C\c3ccc([N+](=O)[O-])s3)C2=O)c1
    -1.7	i	i
> Cc1ccc(CN2CCCC(C(=O)c3ccc4c(c3)OCO4)C2)cc1C (stereo not drawn)
    -0.9	i	i
> O=C(O)CC1OCC=C2CN3CCC45C6=CC(=O)C(=O)C([N+](=O)[O-])=C6NC4C1C2CC35 (stereo not drawn)
    3.9	i	i
> COC(=O)c1cc(C(O)(C(=O)OC)C(F)(F)F)c(/N=C/N(C)C)s1 (stereo not drawn)
    0.5	i	i
> CCCC[N+]12CCC(CC1)C(Cc1ccccc1)C2 (stereo not drawn)
    -1.0	i	i
> CC(C)c1ccc(OCC(=O)N2CCCN(C)CC2)cc1
    -2.3	i	i
> c1cncc(CNC2CCCC2)c1
    -3.7	i	i
> CC(C)(C)OC(=O)c1c(N)n(Cc2ccco2)c2nc3ccccc3nc12
    -0.9	i	i
> CCCCNC(=O)c1c(N)n(Cc2ccc3c(c2)OCO3)c2nc3ccccc3nc12
    -0.7	i	i
> CN(C=O)CP(=O)(O)CN(C)C=O
    -2.0	i	i
> COc1ccc(C(Nc2ccccc2)P(=O)(Oc2ccccc2)Oc2ccccc2)cc1 (stereo not drawn)
    0.2	i	i
> N[C@@H](Cc1c[nH]c2ccccc12)c1nnc(SCc2ccc(Cl)cc2)o1
    0.3	i	i
> CCCCn1c(O)c(C(C)=Nc2ccc(OCC)cc2)c(=O)[nH]c1=O
    0.3	i	i
> COc1ccc(C2=CC(c3ccc(OC)c(OC)c3)c3c(c4ccccc4oc3=O)O2)cc1OC (stereo not drawn)
    -1.0	i	i
> Nc1ccncc1Cl
    -0.4	i	i
> COc1ccc2nc3oc(C(=O)N4CCC5(CC4)OCCO5)cc3cc2c1
    0.3	i	i
> O=c1c2ccccc2nc(CSc2ncnc3nc[nH]c23)n1-c1ccc(Cl)c(Cl)c1
    -1.3	i	i
> CCn1cc(C(=O)N2CCOCC2)c2ccccc21
    -2.6	i	i
> CN(C)CCCN=Cc1c(O)n(Cc2ccco2)c(=O)[nH]c1=O
    1.6	i	i
> CC(=NCc1cccnc1)c1c(O)n(-c2ccccc2)c(=O)[nH]c1=O
    -2.0	i	i
> Nc1c(C(=O)NCc2ccco2)c2nc3ccccc3nc2n1Cc1ccccc1
    0.7	i	i
> COc1cc2[nH]c(C(=O)N3CCC4(CC3)OCCO4)cc2c(OC)c1OC
    -1.0	i	i
> CCOc1ccc(NC(=O)c2ccc(NC(=O)COC(=O)Cc3ccccc3)cc2)cc1
    -1.9	i	i
> COCCNC(=O)c1c(N)n(CCC(C)C)c2nc3ccccc3nc12
    2.4	i	i
> Cc1cc(=O)oc2cc(OCC(=O)N3C[C@H]4C[C@@H](C3)c3cccc(=O)n3C4)c(Cl)cc12
    -3.1	i	i
> O=C(C(Cc1ccccc1)NS(=O)(=O)c1ccc(F)cc1)N1CCC2(CC1)OCCO2 (stereo not drawn)
    -1.5	i	i
> Cc1cc2ccccc2c(=O)n1CC(=O)NCC(=O)N1CCC2(CC1)OCCO2
    -0.5	i	i

Entries listed so far with a nitro group on carbon (5):
The line under a structure holds: STK33 kinase inh	CHT block	CHT allo act
> COc1ccc(-c2nn(CCC#N)cc2C(=O)Nc2ccccc2Br)cc1[N+](=O)[O-]
    -1.7	i	i
> O=C1/C(=C/c2ccc([N+](=O)[O-])cc2)N2CCC1CC2
    0.6	i	i
> O=C(Cc1ccccc1)N1CCN(Cc2ccc([N+](=O)[O-])cc2)CC1
    0.1	i	i
> COc1ccc(OC)c(N2C(=O)NC(=O)/C(=C\c3ccc([N+](=O)[O-])s3)C2=O)c1
    -1.7	i	i
> O=C(O)CC1OCC=C2CN3CCC45C6=CC(=O)C(=O)C([N+](=O)[O-])=C6NC4C1C2CC35 (stereo not drawn)
    3.9	i	i

Source: PubChem BioAssay
